PAFAH1B3 inh: PAFAH1B3 (human) inhibition. Q15102. actives 0.28% (n = 340,000). recombinant PAFAH1B3, FP-rhodamine probe, fluorescence polarization. inhibition, % at 3.39 µM. AID 492972;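 active = inhibition above the screen-wide average of all tested compounds plus 3 SD, cut at about 25% in these data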;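 note: 0% = enzyme with DMSO only and 100% = wells lacking PAFAH1B3 protein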
Target sequence (Q15102 whole entry, looked up): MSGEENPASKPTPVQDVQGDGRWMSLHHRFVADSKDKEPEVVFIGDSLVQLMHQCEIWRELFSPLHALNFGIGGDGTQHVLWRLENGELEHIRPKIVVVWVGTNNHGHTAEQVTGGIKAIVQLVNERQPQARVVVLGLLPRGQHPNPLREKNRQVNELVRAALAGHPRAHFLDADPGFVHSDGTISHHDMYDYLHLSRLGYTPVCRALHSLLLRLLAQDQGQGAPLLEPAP
PME-1 primary: blocks human protein phosphatase methylesterase 1; recombinant PME-1, FP-Rh probe fluorescence polarization; actives 0.53% (n = 320,000); inhibition, % at 5.9 µM;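 active = inhibition above the campaign mean of all compounds plus 3 SD, cut at about 26% in these data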;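 note: competitive labeling of PME-1 active site by serine hydrolase directed probe; 0% = PME-1 with DMSO and 100% = wells lacking PME-1 enzyme; inhibitors block probe labeling so polarization falls and inhibition rises; many of its hits are not listed in these tables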
PAFAH1B2 inh: PAFAH1B2 (human) inhibition; P68402; recombinant PAFAH1B2, FP-rhodamine activity probe, fluorescence polarization; inhibition, % at 3.39 µM; actives 1.2% (n = 340,000); AID 492953;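 active = inhibition above the mean of all tested compounds plus 3 SD, cut at about 24% in these data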;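 note: 0% = enzyme with DMSO and 100% = wells lacking PAFAH1B2; many of its hits are not listed in these tables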
Target sequence (P68402 whole entry, looked up): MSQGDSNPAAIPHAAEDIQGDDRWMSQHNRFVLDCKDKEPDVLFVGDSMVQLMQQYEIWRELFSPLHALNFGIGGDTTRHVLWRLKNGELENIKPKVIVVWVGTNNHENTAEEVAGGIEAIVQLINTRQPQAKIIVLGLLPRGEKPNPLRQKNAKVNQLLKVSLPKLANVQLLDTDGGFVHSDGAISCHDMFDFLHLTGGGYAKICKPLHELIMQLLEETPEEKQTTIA
pPAFAH inh: pPAFAH (human) enzyme inhibition. inhibition, % at 3.39 µM. recombinant pPAFAH, FP-rhodamine probe fluorescence polarization. actives 1.5% (n = 330,000). Q13093;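 active = inhibition above the mean inhibition across the screen plus 3 SD, cut at about 25% in these data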;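 note: inhibitors block binding of the rhodamine activity-based probe so polarization drops; 0% = enzyme with DMSO and 100% = wells lacking pPAFAH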
LYPLA2 inh: blocks human lysophospholipase 2, a PME1 counter-screen | O95372 | recombinant LYPLA2, FP-Rh probe fluorescence polarization | inhibition, % at 5.9 µM | actives 0.38% (n = 320,000) | AID 2177;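 active = inhibition above the screen-wide mean plus 3 SD, limit set per campaign, cut at about 26% in these data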;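 note: 0% = LYPLA2 with DMSO and 100% = wells lacking LYPLA2 enzyme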
Target sequence (O95372 whole entry, looked up): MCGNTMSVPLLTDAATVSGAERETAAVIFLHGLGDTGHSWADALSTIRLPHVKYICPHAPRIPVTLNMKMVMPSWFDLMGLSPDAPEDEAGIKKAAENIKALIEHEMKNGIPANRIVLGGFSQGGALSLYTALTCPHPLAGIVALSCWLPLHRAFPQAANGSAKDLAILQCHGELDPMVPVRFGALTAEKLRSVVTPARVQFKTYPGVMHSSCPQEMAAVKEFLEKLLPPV
GSTO1 inh: blocks human GSTO1 in RBBP9 counter-screen | P78417 | recombinant GSTO1, activity-based probe fluorescence polarization | inhibition, % at 5.96 µM | actives 1.1% (n = 300,000) | AID 1974;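 active = inhibition above the campaign mean inhibition plus 3 SD, cut at about 35% in these data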;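 note: 0% = GSTO1-1 with DMSO and 100% = wells lacking GSTO1-1 enzyme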
Target sequence (P78417 whole entry, looked up): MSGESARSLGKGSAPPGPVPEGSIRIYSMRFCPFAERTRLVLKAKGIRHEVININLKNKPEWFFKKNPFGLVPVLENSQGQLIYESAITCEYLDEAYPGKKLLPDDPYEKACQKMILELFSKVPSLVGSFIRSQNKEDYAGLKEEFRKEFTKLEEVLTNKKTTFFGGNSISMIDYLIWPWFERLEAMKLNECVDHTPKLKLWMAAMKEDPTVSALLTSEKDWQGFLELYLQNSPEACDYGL
PAFAH2 inh: inhibitors of human PAFAH2; Q99487; recombinant PAFAH2, FP-rhodamine activity probe, fluorescence polarization; inhibition, % at 3.39 µM; actives 0.99% (n = 340,000); AID 492956;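 active = inhibition above the mean over all tested compounds plus 3 SD, cut at about 30% in these data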;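 note: inhibitors block probe labeling of enzyme so polarization drops; 0% = enzyme with DMSO and 100% = wells lacking PAFAH2 protein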
PAD4 inh: blocks human protein arginine deiminase 4; inhibition, % at 6.36 µM; recombinant PAD4, RCA probe fluorescence polarization; actives 0.41% (n = 330,000); Q9UM07;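 active = percent inhibition above a cutoff equal to the mean of all tested compounds plus 3 SD, cut at about 15% in these data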;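 note: 0% = PAD4 with RCA probe and DMSO and 100% = probe without PAD4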
LYPLA1 counter: blocks human lysophospholipase 1, a PME1 counter-screen. O75608. inhibition, % at 5.9 µM. recombinant LYPLA1, FP-Rh probe fluorescence polarization. actives 0.16% (n = 320,000);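 active = inhibition above the mean of all tested compounds plus 3 SD, set per campaign, cut at about 14% in these data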;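 note: inhibitors block serine hydrolase probe labeling of LYPLA1 so polarization falls; 0% = enzyme with DMSO and 100% = wells lacking LYPLA1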
Active calls of the source: *; . = not tested or not shown.

Each structure is followed by: PAFAH1B3 inh	PME-1 primary	PAFAH1B2 inh	pPAFAH inh	LYPLA2 inh	GSTO1 inh	PAFAH2 inh	PAD4 inh	LYPLA1 counter
COc1ccc(-c2noc(-c3ccccc3C(=O)Nc3cccnc3)n2)cc1
 : -1.4	-4.5	-4.3	0.8	2.1	3.2	-2.2	-5.2	-5.9
COc1ccccc1C(=O)N/N=C/c1cnc2ccccc2n1
 : 4.2	-8.4	5.9	-0.2	-1.1	7.2	-8.1	-4.5	-6.2
Cc1nc2c(c(C)nn2-c2ccccc2)c(C)c1CCC(=O)NCCCOC(C)C
 : 9.2	1.1	2.3	0.2	3.1	-3.5	4.0	-11.9	-1.9
CS(=O)(=O)Nc1ccc2c(c1)nc1n2CCOC1
 : 15.1	-7.2	-4.9	3.0	5.8	1.7	-12.0	-2.4	3.4
NC(=O)Nc1ccc(C(=O)OCC(=O)N2CCCC2=O)cc1
 : 2.8	-2.4	1.9	-1.9	6.9	.	6.7	4.0	3.2
Cc1cc(=O)oc2c(C)c(OC(C)C(=O)NCCCN3CCOCC3)ccc12 (stereo not given)
 : 8.9	-0.5	6.1	2.4	-0.5	2.9	1.3	-3.1	-2.9
Cn1c(=O)c([N+](=O)[O-])c(NCC2CCCO2)c2ccccc21 (stereo not given)
 : 12.1	3.1	4.8	-2.3	6.2	-1.7	6.8	1.4	1.8
O=C(CN1CCCCC1)N/N=C/c1ccccc1OCc1ccccc1
 : 9.5	4.5	7.0	2.6	2.1	4.5	0.8	0.4	-3.2
CC(NC(=O)c1cc2ccccc2oc1=O)c1ccc(O)cc1 (stereo not given)
 : 2.1	0.3	9.9	7.0	3.1	0.9	-5.5	0.5	2.9
CCN(CC)CCN(C(=O)c1ccc(C(=O)c2ccccc2)cc1)c1nc2cc3c(cc2s1)OCO3
 : 4.6	0.0	0.9	-1.0	0.4	4.7	-2.9	2.4	-1.2
COc1ccc(-c2csc(NCc3ccco3)n2)cc1
 : 5.9	5.0	2.5	15.4	6.2	-1.6	12.7	2.9	2.8
O=c1nc2n(c3cccc(Cl)c13)CCCCC2
 : -4.5	2.8	2.4	3.0	8.8	-2.2	-1.3	1.9	9.0
COC(=O)c1cc(C)sc1NC(=O)CN1CCN(C(=O)C2CCCO2)CC1 (stereo not given)
 : -2.6	0.1	-0.1	6.7	3.8	-3.1	8.3	-2.6	-1.2
C=CCN1C(=O)/C(=C/c2ccc(O)c(OC)c2)S/C1=N/c1nccs1
 : -20.8	-43.1	-12.2	-1.5	-40.4	-32.5	-9.3	-9.4	-20.1
Cc1ccccc1NS(=O)(=O)c1nnc(NC(=O)c2ccccc2F)s1
 : -2.0	-2.6	3.5	-1.7	1.0	-20.7	-4.2	-0.1	-1.5
Cc1sc2nc(-c3cccnc3)[nH]c(=O)c2c1-c1ccccc1
 : 5.3	8.7	2.1	-2.4	-4.5	-7.3	7.6	-4.4	-1.3
CCOC(=O)CCC(=O)Nc1ncnc2c1C(c1ccccc1)c1c(ccc3ccccc13)O2 (stereo not given)
 : -7.6	.	-4.6	-5.8	.	.	-16.9	-4.6	.
CCCCC(=O)N/N=C/c1cc([N+](=O)[O-])ccc1N1CCOCC1
 : -5.3	-4.3	3.0	2.1	-3.2	0.7	-1.8	-2.0	-4.3
CCOC(=O)C1CCCN(Cc2c(F)cccc2Cl)C1 (stereo not given)
 : 2.0	0.0	6.5	5.4	6.0	-7.0	6.3	3.4	-0.4
COc1cccc(C(=O)Oc2ccc(N3C(=O)CCC3=O)c(C)c2)c1
 : 3.3	-6.8	2.2	5.4	6.9	10.0	2.0	-3.0	1.8
COCCn1c(SCC(=O)N2CCCCC2)nc2c(c1=O)SC(C)C2 (stereo not given)
 : 7.1	6.0	-4.4	-4.3	3.4	-4.0	-2.3	0.6	-0.6
CCn1c(SCc2cccc(C(F)(F)F)c2)nnc1-c1ccco1
 : 5.7	1.1	9.2	6.5	-6.4	1.9	1.9	-4.5	-4.2
COc1ccccc1NS(=O)(=O)c1cccs1
 : 9.9	0.5	-2.8	1.8	4.8	5.2	-8.5	4.8	0.0
S=c1[nH]c(-c2ccccc2)cn1/N=C/c1ccccc1Br
 : 4.1	9.8	4.7	14.0	-2.9	-0.8	-4.5	-0.7	-0.6
Cc1ccc(C)c(S(=O)(=O)N2CCN(CC(=O)Nc3ccc([N+](=O)[O-])cc3)CC2)c1
 : -7.5	2.8	1.2	4.1	11.2	-1.2	-3.0	-2.8	-3.5
COc1ccc(-c2csc3ncn(Cc4ccccc4)c(=O)c23)cc1
 : 6.7	2.7	-0.3	-2.0	10.4	-1.5	-4.1	-5.9	0.9
O=C(CN1C(=O)C2C3C=CC(C3)C2C1=O)N1CC=C(c2ccccc2)CC1 (stereo not given)
 : 5.4	-0.8	1.1	3.6	9.6	0.4	4.2	-1.9	-1.1
Cc1ccc(-c2cc(-c3nnc(SCC(=O)NC(C)C(C)C)n3N)c3ccccc3n2)cc1 (stereo not given)
 : 2.2	-1.7	1.6	2.8	-8.5	-1.9	-3.4	-0.9	-3.5
CCN1CCN(C(c2ccc(OC)cc2)c2nnnn2Cc2ccc3c(c2)OCO3)CC1 (stereo not given)
 : 5.0	-3.6	3.4	6.2	2.0	2.8	-1.1	0.8	-0.1
COc1ccc(S(=O)(=O)N2CCN(C(=S)NCC3CCCO3)CC2)cc1OC (stereo not given)
 : 2.6	3.3	5.8	-0.8	-0.4	1.4	-0.8	0.9	-2.3
c1ccc(-c2cn3nc4c(nc3n2)CCCC4)cc1
 : 2.0	1.3	-1.9	6.9	4.5	11.3	12.3	-4.1	-0.8
O=C(CCCN1C(=O)/C(=C\c2ccccc2)SC1=S)Nc1ccc(C(=O)O)cc1
 : -0.2	-2.3	7.2	3.2	2.8	7.3	0.7	-7.5	3.0
O=C(c1ccc(Cl)c([N+](=O)[O-])c1)N(Cc1ccc(F)cc1)C1CCS(=O)(=O)C1 (stereo not given)
 : 2.7	2.5	4.5	4.6	3.5	-4.2	-5.0	0.8	-1.7
Cc1cc(C)cc(NC(=O)N2CCC(C(=O)c3ccc(F)cc3)CC2)c1
 : 6.8	-0.8	0.8	1.8	2.7	11.2	3.6	-2.1	2.2
Cc1cc(C(=O)NNC(=O)Cc2ccc(Cl)cc2)c(C)o1
 : 6.9	-4.0	8.8	4.4	-4.6	11.8	1.0	-1.1	-0.6
COCCCNC(=O)Cn1c(=O)n(CC(=O)NCCc2ccc(OC)c(OC)c2)c(=O)c2sccc21
 : 4.1	5.0	0.9	3.1	1.1	-0.5	-4.0	-2.2	0.7
COc1ccc(S(=O)(=O)N(C)C[C@H]2Oc3ccc(NC(=O)C4CCCCC4)cc3C(=O)N([C@H](C)CO)C[C@@H]2C)cc1
 : 2.6	.	3.0	3.4	.	.	5.7	2.6	.
Nc1ccc2nc[nH]c2c1
 : 7.8	-0.7	4.1	2.0	-6.5	21.3	11.3	-9.6	-1.9
Cc1nn(-c2ccccc2)c2sc(C(=O)NNC(=O)COc3ccccc3)cc12
 : -2.1	-22.6	-4.9	-8.9	-9.2	-2.5	6.8	-1.8	-10.5
C/C(N)=C(\C#N)C(=O)NCCc1ccccn1
 : -2.9	-2.0	-2.4	-0.3	0.7	-0.5	2.5	5.5	0.9
Cc1ccc(NC(=O)CCc2ccc(S(=O)(=O)NC3CCCCC3)cc2)cc1
 : 2.8	-3.6	0.8	16.1	4.0	-4.3	8.0	9.5	-4.8
CC1(C)CC(=O)NC=C(c2ccccc2)C1
 : 0.0	-4.7	7.3	0.9	0.7	-5.9	5.6	-3.5	0.7
CCOC(=O)CSc1nc2ccccc2c(=O)n1-c1ccc(C)cn1
 : 8.0	-7.6	4.0	0.7	3.4	4.5	-1.9	2.5	2.5
CN(CCC(=O)Nc1ccc(Cl)cc1)Cc1ccccc1
 : 5.0	2.0	5.3	8.3	1.6	3.1	0.0	-7.3	2.2
CCN(CC)CCN1C(=O)C(=O)/C(=C(/O)c2c(C)[nH]c(C(=O)OC)c2C)C1c1cccnc1 (stereo not given)
 : -3.0	-1.5	-3.4	2.8	-1.3	4.9	-2.2	1.7	-1.0
Cc1ccc(C(=O)c2oc3nc(C)cc(C)c3c2N)cc1
 : 9.8	2.0	1.1	6.2	-0.3	-1.3	4.2	-3.6	-2.5
Cc1nnc(NC(=O)CSc2nnc(CC(=O)Nc3ccccc3C)n2C)s1
 : 11.2	-2.0	3.3	-3.4	-6.0	8.2	-1.5	-3.8	0.2
Cc1ccc(OCC(=O)N2c3ccccc3NC(=O)C2(C)C)c([N+](=O)[O-])n1
 : 8.5	3.2	2.1	6.6	7.5	-0.7	8.0	2.0	4.1
O=C(CSc1ccc(Cl)cc1)NC1=NN(c2ccccc2)C(=O)C1
 : 6.8	7.7	96.1*	32.2*	-0.8	42.1*	17.6	14.8*	-4.2
CCOc1ccc(N(C(C)C(=O)NCc2ccco2)S(C)(=O)=O)cc1 (stereo not given)
 : -12.7	6.0	4.4	-3.0	-2.2	6.1	1.4	-4.5	-2.3

Continued:
Each structure is followed by: PAFAH1B3 inh	PME-1 primary	PAFAH1B2 inh	pPAFAH inh	LYPLA2 inh	GSTO1 inh	PAFAH2 inh	PAD4 inh	LYPLA1 counter
CC(C)(C)c1ccc(C(=O)NNC(=O)CCc2ccccc2)cc1
 : .	3.7	.	5.7	3.6	4.8	.	1.6	-0.2
COc1ccc(CN2C(=O)C(C)=C(C)C2OC)cc1 (stereo not given)
 : 9.6	-2.0	-1.0	-6.9	-10.1	3.3	-6.1	-3.0	-2.0
Cc1cc(=O)[nH]c(Nc2cccc(F)c2)n1
 : 9.8	-1.4	-2.8	-2.0	1.2	1.1	-1.2	-0.5	0.0
O=C(c1ccccc1)c1cccn1CC(=O)N1CCCCCC1
 : 3.0	-9.7	2.4	1.9	-0.3	0.8	-2.5	-0.8	0.7
COc1ccc(Cl)cc1S(=O)(=O)Nc1ccc2c(c1)n(C)c(=O)n2C
 : -7.0	-0.4	3.6	1.6	0.8	7.0	15.4	-0.3	-7.1
N#Cc1c2n(c(=O)[nH]c1=O)CCCCC2
 : 2.6	-7.3	7.2	1.4	-3.6	2.6	4.0	-2.1	-0.1
Cc1ccc(CN(C(=O)COc2ccc([N+](=O)[O-])cc2)C2CCS(=O)(=O)C2)o1 (stereo not given)
 : 11.2	-2.8	1.5	-0.1	4.3	1.0	-1.4	-3.0	0.5
COc1ccccc1NC(=O)c1ccc2c(c1)C(=O)N(c1ccccc1OC)C2=O
 : 4.8	-14.1	-1.3	0.8	-0.1	8.2	-1.1	-0.1	-2.5
NC(=O)c1ccsc1NC(=O)COC(=O)Cc1ccccc1Cl
 : -3.6	5.1	2.9	0.6	-9.2	.	1.4	-1.6	-3.6
COc1ccc(-c2nnn(CC(=O)N(CC(=O)NC3CCCC3)Cc3cccs3)n2)cc1OC
 : 0.6	0.1	-3.1	0.6	-1.0	-1.1	-0.6	0.1	-1.6
C[C@@H]1CC[C@@]2(O[C@H](CCO)C[C@H](O)[C@H]2O)O1
 : 3.9	-2.5	3.8	2.5	-7.0	-3.2	7.1	-1.2	0.4
Cc1ccc(C(=O)C(C)[n+]2cccc(C(N)=O)c2)cc1 (stereo not given)
 : 7.5	-0.9	2.2	0.3	2.1	3.4	-2.4	-1.6	1.4
O=c1cc(N2CCN(c3ccc(F)cc3)CC2)[nH]c(=O)n1Cc1ccc(F)cc1
 : 6.0	-5.8	19.5	6.9	2.1	2.7	-1.7	-0.4	-1.8
COc1ccc(C(=O)N(C)Cc2ccccc2)cc1Br
 : .	-0.3	.	-1.8	3.2	0.7	.	-1.5	5.0
O=C(O)COc1ccc2c3c(c(=O)oc2c1)CCC3
 : 6.0	0.4	0.2	-5.2	1.5	-1.3	5.5	-1.5	3.5

This is a subset. The share of hits here may be higher or lower than overall.
